# NS5 inhibitors: Dengue-2 NS5 methyltransferase inhibitors, primary screen, biochemical, confirmation dose response (AID 588689) | Dengue-2 NS5 methyltransferase capping enzyme assay, biochemical; higher % means a stronger effect | inhibition, % at 25 µM; hits with a dose series show IC50 in µM | actives 0.3% (n = 340,000); in the data active means a potency from the dose series
# GPR35 antagonists: GPR35 antagonists blocking zaprinast-driven arrestin recruitment, primary screen, imaging, U2OS, beta-arrestin-GFP, zaprinast agonist (AID 2058); G-protein coupled receptor 35 (Homo sapiens); U2OS GPR35 beta-arrestin-GFP translocation imaging, zaprinast antagonism; higher % means a stronger effect; inhibition, % at 10 µM, or IC50 in µM where a hit was titrated; actives 0.052% (n = 290,000);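 active means inhibition of at least 50% with at least 30 cells and total cytoplasm GFP at most 10,000,000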
# HIV peptide binding: inhibitors of HIV fusion peptide binding, primary screen, biochemical, uHTS, fluorescence dequenching (AID 1986) | cell-free peptide binding, fluorescence dequenching, 30 min; higher % means a stronger effect | inhibition, % at 20 µM; hits with a dose series show IC50 in µM | actives 0.3% (n = 290,000); in the data active means inhibition mostly above about 52%, no sharp cut-off; inactive means mostly below about 76%; further: some results filed as inactive read as strong as hits
# AID2073: inhibitors of Mint1-CaV2.2 protein interaction, biochemical, HTRF (AID 2073). Voltage-dependent N-type calcium channel subunit alpha-1B (Homo sapiens). HTRF protein-protein interaction, Mint1-CaV2.2; higher % means a stronger effect. inhibition, % at 20 µM; hits with a dose series show IC50 in µM. actives 0.19% (n = 290,000); in the data active means inhibition mostly above about 51%, no sharp cut-off; further: some results filed as inactive read as strong as hits
# NTR1 agonist: agonists of NTR1, primary screen, imaging, U2OS cells, beta-arrestin-GFP, high content (AID 493036). actives 0.17% (n = 330,000). Neurotensin receptor type 1 (Homo sapiens), P30989. NTR1-U2OS beta-arrestin-GFP spot imaging, agonist mode. activation, % at 20 µM;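 active means activation at or above 40% of the spot to cytoplasm intensity ratio, with at least 20 cells analyzed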;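 further: 0% = DMSO without peptide and 100% = 100 nM NTR1 peptide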
# Target sequence (P30989 whole entry, looked up): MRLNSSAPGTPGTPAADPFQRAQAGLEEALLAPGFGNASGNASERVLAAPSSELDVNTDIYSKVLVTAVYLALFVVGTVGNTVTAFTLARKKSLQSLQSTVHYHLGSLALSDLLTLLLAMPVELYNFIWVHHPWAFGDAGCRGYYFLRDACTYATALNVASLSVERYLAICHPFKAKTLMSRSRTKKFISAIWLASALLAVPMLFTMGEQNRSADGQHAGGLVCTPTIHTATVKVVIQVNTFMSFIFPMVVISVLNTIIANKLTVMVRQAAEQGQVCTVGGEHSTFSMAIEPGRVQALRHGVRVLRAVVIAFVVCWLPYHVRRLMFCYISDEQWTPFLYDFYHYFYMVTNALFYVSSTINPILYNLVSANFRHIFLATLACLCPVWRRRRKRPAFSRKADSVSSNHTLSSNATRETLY
# GPR55 LPI antagonism: GPR55 antagonists blocking LPI-driven arrestin recruitment, primary screen, imaging, U2OS, beta-arrestin-GFP, LPI agonist (AID 2013) | actives 0.13% (n = 290,000) | G-protein coupled receptor 55 (Homo sapiens) | one-dose inhibition, % at 10 µM; IC50 in µM for titrated hits | U2OS GPR55 beta-arrestin-GFP translocation imaging, LPI antagonism; higher % means a stronger effect;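 active means spots per cell inhibited over 60%, with over 100 cells counted and total cytoplasm intensity under 500,000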;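 further: U2OS cells stably carrying GPR55 and arrestin-GFP stimulated by 5 µM LPI near EC80; imaged beta-arrestin-GFP aggregate spots per cell after agonist stimulation; plate controls were LPI-stimulated DMSO wells for no effect and DMSO wells without LPI for full effect; some results filed as inactive read as strong as hits; confirmed hits need IC50 under 10 µM and bright autofluorescent wells are also inconclusive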
# GPR55 beta-arrestin: GPR55 agonists via beta-arrestin recruitment, primary screen, imaging, U2OS cells, beta-arrestin-GFP redistribution (AID 1961); actives 0.048% (n = 290,000); G-protein coupled receptor 55 (Homo sapiens); activation, % at 10 µM, or EC50 in µM where a hit was titrated; U2OS GPR55 beta-arrestin-GFP redistribution imaging; higher % means a stronger effect;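 active means activation above 40% with more than 50 cells counted in the well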;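 further: U2OS osteosarcoma cells stably expressing GPR55 and beta-arrestin-GFP; plate controls were DMSO negative control for no effect and LPI positive control for full effect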
# Siah-1 displacement: Siah-1 peptide-binding antagonists, primary screen, biochemical, fluorescence polarization, rhodamine-plectin, uHTS (AID 1817). E3 ubiquitin-protein ligase SIAH1 (Homo sapiens). Siah-1 / rhodamine-plectin peptide fluorescence polarization; higher % means a stronger effect. displacement, % at 20 µM, or IC50 in µM where a hit was titrated. actives 0.02% (n = 290,000);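 active means displacement of at least 50% at 20 µM, with a fluorescence ratio check between 0.3 and a set limit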;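 further: plate controls were Siah plus tracer with DMSO for no effect and tracer alone without Siah for full effect; strong numbers were not always called active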
# UTI89 phage lysis: inhibition of K1F phage lysis, E. coli UTI89, bacterial capsule biogenesis inhibitors, alamar blue (AID 488966); E. coli UTI89 K1F phage lysis, alamar blue, 2 h; higher % means a stronger effect; inhibition, % at 100 µM; hits with a dose series show IC50 in µM; actives 0.02% (n = 340,000);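 active means phage lysis inhibition, versus mean bacterial control, above a set limit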;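 further: capsule biogenesis inhibitors block K1F phage lysis so surviving cells raise fluorescence; higher fluorescence means more inhibition of phage lysis; actives were called in the ten point dose series up to 300 µM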
# NTR1 agonist cell count 20 µM: also measured in NTR1 agonist; calls as there; cell count; measured here: cell count, cytotoxicity flag
# NS5 inhibitors pilot replicate: also measured in NS5 inhibitors; calls as there; inhibition, %; measured here: pilot screen replicate inhibition
# * marks the source's active call; other numbers are inactive results; / = not tested or not shown; [ ] = dose if it differs, or a comment.
SMILES,NS5 inhibitors,GPR35 antagonists,HIV peptide binding,AID2073,NTR1 agonist,NTR1 agonist cell count 20 µM,GPR55 LPI antagonism,GPR55 beta-arrestin,Siah-1 displacement,UTI89 phage lysis,others
Cc1cc(NS(=O)(=O)c2ccc(OCCNS(C)(=O)=O)cc2)no1,-2%,-7%,1.3%,1%,-0.6,37,3%,0.3%,-3%,-0.7%,
CCOC(=O)c1nnn(CC(=O)N2N=C(c3ccc(Cl)cc3)CC2c2ccccc2)c1C(=O)OCC (configuration not stated),-2%,-9%,2.8%,-3%,0.6,100,-5%,-0.1%,15%,-0.4%,
Cn1ncc(Br)c1C(=O)N/N=C/c1cccc(OC2CSC2)c1,-8%,21%,-0.1%,13%,-0.1,61,13%,0.2%,-1%,2.7%[50 µM],
C/C(=N\N(c1ccccc1)c1ccccc1)c1ccc(O)cc1,-12%,4%,1.9%,0%,7.4,54,19%,0.0%,5%,-0.1%,
CCn1c(SCC(=O)N2CCCCC2C)nnc1-c1ccco1 (configuration not stated),-1%,-5%,-0.1%,-2%,-1.6,58,-5%,-0.1%,6%,0.2%,
C=CCOc1cccc(C(=O)N2CCCC(Nc3ccc(F)cc3)C2)c1 (configuration not stated),-2%,-2%,-1.7%,-6%,1.5,56,3%,0.2%,-1%,-0.2%,
COC(=O)N/N=C(\C)c1ccccc1Br,-10%,5%,-0.7%,2%,-0.1,39,-18%,-0.1%,1%,0.8%,
CCOC(=O)CSC1=NC(=O)CS1,-16%,18%,0.8%,-16%,1.8,97,8%,0.4%,-4%,-0.8%,
Cc1ccc(NC(=O)N2CCN(Cc3ccc4c(c3)OCO4)CC2)cc1,1%,-7%,-1.0%,-10%,2.8,61,6%,-0.1%,0%,2.4%,
O=C(COc1ccc2c(c1)oc(=O)c1ccccc12)N[C@@H](Cc1ccccc1)C(=O)O,1%,-11%,3.4%,12%,0.0,93,-10%,0.4%,1%,0.6%,
Cc1ccc(Cn2nnc3c(=O)n(CC(=O)c4ccccc4)cnc32)cc1,-1%,0%,0.2%,-3%,1.3,80,1%,0.3%,4%,-0.9%,
COc1ccc(NS(=O)(=O)c2csc(C(N)=O)c2)cc1,-1%,-1%,-0.3%,-5%,-0.3,83,8%,-0.1%,-1%,0.2%,
C=CCOc1nc2c(c(=O)n(C)c(=O)n2C)n1Cc1ccc(Cl)cc1Cl,2%,1%,-2.4%,-9%,20,58,6%,-0.1%,10%,-0.3%,
CCN(CC)S(=O)(=O)c1ccc(NC(=O)c2ccc(Cl)nc2)cc1,-12%,7%,-0.9%,6%,1.5,55,14%,-0.1%,-2%,0.3%,
CCc1nnc(NC(=O)C2CC(=O)N(c3ccc4c(c3)OCCO4)C2)s1 (configuration not stated),-5%,-3%,-0.4%,3%,2.8,58,-4%,0.3%,-6%,1.1%,
O=C1c2ccccc2C(O)N1Cc1ccccc1 (configuration not stated),2%,2%,-1.4%,2%,0.0,53,-8%,-0.2%,-4%,0.3%,
Cc1cccc(C)c1NC(=O)CSCCO,1%,10%,2.5%,3%,-1.4,40,0%,-0.2%,1%,1.0%,
CCS(=O)(=O)N1CCN(C2Cc3ccccc3C2)CC1,5%,-5%,2.4%,2%,-4.7,95,7%,0.3%,3%,9.3%,
COc1ccc(NC(=O)COC(=O)c2ncc(Cl)c(Cl)c2Cl)c(OC)c1,-8%,11%,-1.2%,-7%,3.3,64,16%,-0.1%,-2%,0.1%,
O=C(Cc1ccccc1)Nc1cc([N+](=O)[O-])ccc1N1CCOCC1,-4%,18%,1.8%,-11%,1.2,51,7%,0.3%,1%,0.1%,
CN=c1sc(C(=O)Nc2ccccc2)c(C)n1C,-1%,17%,-1.1%,5%,-0.6,39,1%,-0.4%,-2%,-1.1%,
C=CCn1c(SCC(=O)NC2CCCCC2)nnc1-c1ccccn1,-8%,8%,-0.8%,0%,2.1,66,-21%,0.0%,-7%,-0.2%,
COc1cc(CCC(=O)N2CCN(c3cccc(C)c3C)CC2)cc(OC)c1OC,3%,-4%,1.0%,7%,2.2,90,0%,0.0%,-5%,-0.2%,
Cc1ccc(C)c(NC(=S)N2CCN(Cc3ccccc3)CC2)c1,-4%,1%,0.0%,-2%,-0.5,68,3%,-0.1%,1%,0.1%,

# Among those listed so far, 2 have an aryl thioether with sulfur outside any ring:
SMILES,NS5 inhibitors,GPR35 antagonists,HIV peptide binding,AID2073,NTR1 agonist,NTR1 agonist cell count 20 µM,GPR55 LPI antagonism,GPR55 beta-arrestin,Siah-1 displacement,UTI89 phage lysis,others
CCn1c(SCC(=O)N2CCCCC2C)nnc1-c1ccco1 (configuration not stated),-1%,-5%,-0.1%,-2%,-1.6,58,-5%,-0.1%,6%,0.2%,
C=CCn1c(SCC(=O)NC2CCCCC2)nnc1-c1ccccn1,-8%,8%,-0.8%,0%,2.1,66,-21%,0.0%,-7%,-0.2%,

# Continuation:
SMILES,NS5 inhibitors,GPR35 antagonists,HIV peptide binding,AID2073,NTR1 agonist,NTR1 agonist cell count 20 µM,GPR55 LPI antagonism,GPR55 beta-arrestin,Siah-1 displacement,UTI89 phage lysis,others
O=C(CSc1nnc2ccccn12)Nc1ccc(S(=O)(=O)N2CCOCC2)cc1,-2%,-9%,0.0%,4%,-0.3,52,6%,0.2%,3%,0.3%,
COc1ccc(CCN(Cc2nc3ccccc3c(=O)[nH]2)C(=O)c2ccco2)cc1,6%,-4%,-0.7%,0%,0.4,69,-9%,0.0%,0%,0.2%,
CCS(=O)(=O)NCc1csc(C)n1,-1%,4%,-0.9%,-4%,-0.3,46,1%,0.6%,5%,0.8%,
CCOC(Cn1c(CCCO)nc2ccccc21)OCC,-13%,-17%,-1.0%,0%,0.1,87,-18%,-0.1%,-4%,0.2%,
Cc1ccnc(NS(=O)(=O)c2ccc(N=CC3=C(O)CC(C)(C)CC3=O)cc2)n1,-8%,1%,3.1%,1%,-1.3,56,6%,-0.2%,2%,1.8%,
CCOC(=O)c1cnn(-c2nc3c(C)cccc3s2)c1C(F)(F)F,1%,10%,-1.7%,4%,3.6,33,-10%,0.0%,-1%,0.2%,
CN(C)CCCOC(=O)CCc1ccccc1,-2%,13%,-1.5%,-9%,-0.9,59,18%,0.1%,4%,0.4%,
COc1ccccc1N1CCN(CC(O)c2ccc3cc[nH]c3c2)CC1 (configuration not stated),-2%,12%,-0.1%,10%,-0.4,56,2%,-0.3%,0%,1.1%,
CCNC(=O)NC(=O)C(C)Sc1ccc2c(c1)OCCO2 (configuration not stated),-2%,-2%,0.7%,-12%,-0.8,35,6%,-0.1%,2%,0.8%,
C=CCn1c(SCC(=O)N2CCN(c3ccccc3)CC2)nnc1-c1ccco1,3%,7%,1.3%,6%,-0.6,77,14%,-0.1%,4%,0.0%,NS5 inhibitors pilot replicate=-0.6
CC1CC(=O)Nc2ccccc2N1S(=O)(=O)c1cccc(Cl)c1 (configuration not stated),-8%,9%,-0.1%,5%,1.0,43,-4%,0.4%,5%,3.3%,
Cc1ccc2cccc(SCC(=O)NCc3ccco3)c2n1,-6%,8%,1.7%,9%,0.4,67,10%,-0.1%,-4%,0.1%,
CN(C)/C=N/c1ncc(C(=O)OC(C)(C)C)s1,4%,-6%,-0.1%,-8%,-0.1,74,4%,0.1%,2%,0.2%,
O=[N+]([O-])c1ccc(/C([O-])=C(/C(=S)NCc2ccco2)[n+]2ccccc2)cc1,11%,8%,19%,28%,0.8,43,7%,0.4%,-2%,0.3%,
Cn1cccc1/C=C1/SC(=O)N(CC(=O)N2CCCC2)C1=O,-7%,-14%,-2.2%,0%,0.4,49,12%,-0.7%,19%,0.0%,
C/C(=N\OCc1nc2ccccc2c(=O)n1/N=C/c1cc([N+](=O)[O-])ccc1O)c1ccccc1,7%,-6%,28%,29%,10,59,-11%,-0.2%,8%,-0.1%,
O=S(=O)(c1cccc2nonc12)N1CCN(c2ccccc2F)CC1,5%,2%,2.1%,1%,-0.6,58,2%,1.2%,2%,3.5%,
O=S(=O)(Nc1cnc2ccccc2c1)N1CCCCCC1,7%,6%,0.1%,2%,0.8,73,-24%,-0.1%,-5%,3.8%[50 µM],
CSc1ccccc1NC(=O)c1ccc2c(c1)CCN2S(C)(=O)=O,-10%,-9%,0.8%,7%,0.0,88,0%,0.5%,-4%,0.2%,
Cc1cc(=O)[nH]c(SCC(=O)O)c1C#N,1%,1%,0.9%,-7%,1.2,49,27%,-0.2%,2%,0.4%,
CCOc1cc(N2CCOCC2)c(OCC)cc1NC(=O)CSc1cccc[n+]1[O-],15%,-12%,0.8%,8%,-0.7,35,11%,-0.2%,4%,0.2%,
COc1cc2c(cc1OC)C1=C(C#N)COCN1CC2,-2%,5%,-1.5%,-2%,0.3,59,-1%,-0.3%,-3%,-1.8%,
Cc1cccc(N(C(=O)c2csnn2)C(C(=O)NC2CCCCC2)c2ccccn2)c1C (configuration not stated),7%,-1%,-1.2%,2%,0.3,52,-7%,0.3%,1%,0.1%,
O=C(Cn1c(NCCO)nc2ccccc21)c1ccccc1,4%,7%,-2.2%,3%,0.3,70,23%,0.0%,1%,0.0%,
N#CCC(=O)NCC1(c2ccccc2)CCCC1,-12%,-10%,-0.7%,11%,-0.8,50,6%,-0.2%,0%,-0.2%[50 µM],
COc1cc(S(=O)(=O)NCC2CCCO2)ccc1Br (configuration not stated),1%,-10%,-2.9%,8%,-1.4,54,-2%,0.2%,1%,4.4%,
CC(=O)Nc1nc2c(c3c1c(=O)oc1ccccc13)CCCC2,/,-8%,0.5%,0%,/,/,7%,0.2%,4%,/,
CCCOc1nc(C)cc(COC)c1C(N)=O,-11%,19%,0.4%,13%,0.2,58,4%,-0.2%,0%,0.2%,
CCOC(=O)c1cc(-c2cc3ccccc3o2)n[nH]1,0%,1%,2.1%,6%,-5.0,18,10%,-0.1%,0%,1.0%,
Cc1onc(-c2ccccc2)c1C(=O)Nc1nncs1,-11%,7%,-0.3%,-15%,1.0,36,2%,-0.2%,2%,0.4%,
CCOC(=O)C(=O)NNc1ccc(F)cc1,/,-13%,-0.5%,4%,1.8,53,-6%,-0.2%,-1%,/,
CCOc1ccc(NC(=S)NNC(=O)CC(C)O)cc1 (configuration not stated),-10%,-12%,-0.1%,-16%,0.4,47,4%,0.2%,0%,-0.4%,
O=C(c1ccc(Cl)c(NC2=NC3CS(=O)(=O)CC3S2)c1)N1CCN(c2ccccc2)CC1 (configuration not stated),-8%,24%,0.0%,3%,2.3,54,7%,-0.4%,1%,0.2%,
